# AmpC inh detg: qHTS Inhibitors of AmpC Beta-Lactamase (assay with detergent) | P00811 | AmpC hydrolysis of nitrocefin, absorbance 480 nm, 0.01% Triton | Potency, µM (titrated, usually from 114 µM), for the others: top-dose activity change, negative = inhibition, most hits filed as inhibitors | hit rate 0.041% among 370,000;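 note: potency is the fitted concentration of half-maximal effect; 0% = no-compound wells and -100% = no-enzyme wells; nearly all actives have a fitted effect of over 25% in size; some results filed as inactive show a strong effect at the top dose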
# Target sequence (P00811 whole entry, looked up): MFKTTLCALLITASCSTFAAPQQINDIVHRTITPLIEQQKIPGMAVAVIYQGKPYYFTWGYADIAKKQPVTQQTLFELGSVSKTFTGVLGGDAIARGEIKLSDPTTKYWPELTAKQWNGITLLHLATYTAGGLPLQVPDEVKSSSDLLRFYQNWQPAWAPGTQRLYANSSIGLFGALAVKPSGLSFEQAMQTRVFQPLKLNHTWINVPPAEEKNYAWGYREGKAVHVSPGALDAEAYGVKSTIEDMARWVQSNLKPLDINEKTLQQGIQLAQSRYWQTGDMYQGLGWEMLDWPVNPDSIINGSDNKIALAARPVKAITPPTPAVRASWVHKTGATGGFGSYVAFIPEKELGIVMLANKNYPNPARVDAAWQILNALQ
#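 AmpC (5.3 nM in the dispensed reagent) in 20 mM phosphate pH 7.0 with 0.01% (detergent screen) or 0.0001% Triton X-100 was preincubated with compounds for 15 min at room temperature. Nitrocefin was then added from an 800 uM solution, and hydrolysis was followed at 480 nm.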
# Giardia FBPA inh: qHTS Assay for Inhibitors of Fructose-1,6-bisphosphate Aldolase from Giardia Lamblia; A8B2U2; purified Giardia FBPA; Potency, µM (series often up to 59.6 µM), inactives show at the highest dose activity, negative = inhibition, usual class: inhibitors; hit rate 0.71% among 290,000; note: potency is the fitted concentration of half-maximal effect; nearly all actives have a fitted effect of over 55% in size
# Target sequence (A8B2U2 whole entry, looked up): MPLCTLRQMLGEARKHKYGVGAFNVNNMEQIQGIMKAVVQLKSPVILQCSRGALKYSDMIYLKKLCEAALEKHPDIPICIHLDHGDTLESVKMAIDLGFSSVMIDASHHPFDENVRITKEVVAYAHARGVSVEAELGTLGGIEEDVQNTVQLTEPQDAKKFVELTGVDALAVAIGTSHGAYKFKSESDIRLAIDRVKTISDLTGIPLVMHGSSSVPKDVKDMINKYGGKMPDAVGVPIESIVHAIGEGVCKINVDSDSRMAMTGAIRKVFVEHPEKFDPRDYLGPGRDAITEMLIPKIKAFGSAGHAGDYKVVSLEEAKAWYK
#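 40 nM FBPA preincubated 10 min at RT with compound (up to 57.5 uM final), then substrate plus GAPDH/TPI/NAD/arsenate coupling and diaphorase/resazurin added. Fluorescence read after 20 min at RT, 525/598 nm.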
# HCMV inh: qHTS Assay for inhibitors of the human cytomegalovirus (HCMV). HFF cells, HCMV-luciferase reporter, 72 h; hits give low values. activity change, negative = inhibition, % at 57.5 µM. hit rate 4.5% among 410,000. AID 1259415, 2018; in the data active = activity change below about -60%; inconclusive = no clear call, values can overlap the other calls; inactive = above about -39%
#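 HFF cells seeded 16 h at 37C, treated with compounds, infected with luciferase-reporter HCMV at MOI 1 PFU/cell; luciferase read at 72 h post infection, normalized to buffer-only and Salinomycin controls.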
# Sm TGR block: qHTS Assay for the Inhibitors of Schistosoma Mansoni Peroxiredoxins; AID 485364, 2010; hit rate 3% among 360,000; purified TGR, DTNB reduction, TNB absorbance 405 nm; Potency, µM (highest dose often 114 µM), for the others: top-dose activity change, negative = inhibition, usual class: inhibitors; note: potency is the fitted concentration of half-maximal effect; nearly all actives have a fitted effect of over 60% in size
#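 First, TGR (20 nM dispensed) and NADPH were mixed with compound. Second, a 15 min room-temperature incubation followed. Third, further NADPH and then DTNB were added to start the reaction. Finally, TNB absorbance was monitored kinetically.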
# AMA1 RON2 block: qHTS for Inhibitors of AMA1-RON; Towards Development of Antimalarial Drug Lead: Primary Screen. Plasmodium falciparum AMA1 (3D7) - RON2 peptide interaction. AlphaScreen AMA1-biotinylated RON2 peptide binding. Potency, µM (highest dose often 58.2 µM), without a hit: at the highest dose activity change, negative = inhibition, most hits filed as inhibitors. hit rate 0.2% among 360,000;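 note: potency is the fitted concentration of half-maximal effect; 0% = vehicle wells and -100% = peptide control; nearly all actives have a fitted effect of over 45% in size; some results filed as inactive show a strong effect at the top dose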
#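 AMA1 (3D7) with his tag at 25 nM final met compounds first, then biotinylated RON2 peptide at 25 nM; detection used donor plus acceptor beads, 10 µg/mL apiece, read by AlphaScreen after 30 min at room temperature.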
# HCV inhibitor: qHTS Assay for Inhibitors of Hepatitis C Virus (HCV); hit rate 3.4% among 340,000; Potency, µM (highest dose often 41.8 µM), without a hit: at the top dose activity change, negative = inhibition, actives largely listed as inhibitors; Huh7.5.1 HCVcc-Cre infection, luciferase reporter, 44 h; note: potency is the fitted concentration of half-maximal effect
#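 Cells seeded at 1,000/well and cultured 4 h, then compounds added followed by HCVcc-Cre virus (~0.5 moi). After 44 h further culture, luciferase substrate was added, plates held 15 min at room temperature, and luminescence read for 15 sec.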
# * marks the source's active call; other numbers are inactive results; ? = inconclusive; nt = no result given; [ ] = dose if it differs, or a comment. Unless noted, calls come from the whole dose curve; as a rule, active = well fitted curve in the direction sought with a large enough effect; inconclusive = small, poorly fitted or top-dose-only effect, or another doubt; inactive = no such curve, though single readings can be large; an effect the other way counts as inactive or inconclusive. Unless noted, % is set by controls: 0 for no effect and ±100 for the full control effect.
# Start of the data: the first 4 entries, ahead of the listing:
Structure	HCV inhibitor	Giardia FBPA inh	HCMV inh	AmpC inh detg	AMA1 RON2 block	Sm TGR block
O=C(CN1C(=O)c2ccccc2C1=O)Nc1ccccc1C(=O)NC1CCCCCC1	1%	-1%	-21	?	-6%	2%
Cc1cccc(NC(=O)N2CCN(Cc3ccc(Cl)cc3)CC2)c1	?	-6%	-63*	-12%	-18%	10%
O=C(CCc1nc2ccccc2c(=O)[nH]1)OCCOc1ccc(Cl)cc1	-7%	-7%	7	4%	-14%	4%
O=C(CN1C(=O)COc2ccccc21)Nc1ccc(N2CCOCC2)cc1	8%	0%	26	-13%	-10%	?

# The whole of this part (from the top)
Structure	HCV inhibitor	Giardia FBPA inh	HCMV inh	AmpC inh detg	AMA1 RON2 block	Sm TGR block
O=C(CN1C(=O)c2ccccc2C1=O)Nc1ccccc1C(=O)NC1CCCCCC1	1%	-1%	-21	?	-6%	2%
Cc1cccc(NC(=O)N2CCN(Cc3ccc(Cl)cc3)CC2)c1	?	-6%	-63*	-12%	-18%	10%
O=C(CCc1nc2ccccc2c(=O)[nH]1)OCCOc1ccc(Cl)cc1	-7%	-7%	7	4%	-14%	4%
O=C(CN1C(=O)COc2ccccc21)Nc1ccc(N2CCOCC2)cc1	8%	0%	26	-13%	-10%	?
CCOC(=O)C1CCN(C(=O)c2cc(CN3C(=O)c4ccccc4C3=O)ccc2OCC)CC1	10%	nt	10	-9%	-12%	-7%
CN1CCC(O)(c2cccs2)C(C(=O)c2cccs2)C1 (stereo unspecified)	?	0%	-18	2%	-8%	0%
COc1ccc(CNC(=O)Cc2ccc(NC(=O)C3=C(C)OCCS3)cc2)cc1	-16%	nt	76	-7%	-9%	3%
CCOC(=O)c1ccc(N2C(=O)c3[nH]nc(-c4ccc(C)cc4)c3C2c2cccc(F)c2)cc1 (stereo unspecified)	nt	nt	-99*	4%	nt	-4%
CC(C)Oc1cc(-n2c(=S)[nH]c3ccccc3c2=O)c(Cl)cc1Cl	?	4%	-9	2%	17%	10%
COc1ccc(CCNC(=O)c2ccc(CN3CCC(Cc4ccccc4)CC3)cc2)cc1	?	-1%	-31	-3%	-4%	-7%
CC(=O)c1cccc(NC(=O)C2=CC(c3cccs3)=NS(=O)(=O)N2C)c1	-14%	nt	-10	-1%	-5%	16%
O=C(COC(=O)Cc1ccc(F)cc1)NC1CCS(=O)(=O)C1 (stereo unspecified)	30%[activator]	nt	-3	-8%	20%	-1%

Structure	HCV inhibitor	Giardia FBPA inh	HCMV inh	AmpC inh detg	AMA1 RON2 block	Sm TGR block
Cc1ccc(S(=O)(=O)N2CCOCC(=O)NCCOCCNC(=O)COCC2)cc1	8%	0%	-6	-16%	5%	0%[11.4 µM]
CC(NC(=O)CNC(=O)c1ccco1)c1ccccc1 (stereo unspecified)	12%	4%	-2	-8%	-13%	1%
COC(=O)C1(NC(=O)CNC(=O)OCc2ccccc2)CCCC1	15%	nt	-9	nt	17%	nt
Cc1ccc(-c2nnc3sc(-c4ccncc4)nn23)cc1	0%	0%	?	?	-3%	?
C/C(CC1(O)/C(=N/O)CCc2nonc21)=N\O (stereo unspecified)	15%	6%	-2	-10%	4%	4%
COc1ccc(S(=O)(=O)N2CCOCC2)cc1NC(=O)c1ccc2c(c1)OCCO2	20%	1%	-24	-4%	3%	2%
CCc1cccc(C)c1NC(=S)N(CCN(C)C)Cc1cccs1	7%	-2%	-30	7%	-4%	?
CC1Cc2ccccc2N1CC(=O)NC(c1ccccc1)c1ccccc1 (stereo unspecified)	?	-3%	?	-14%	?	2%
COc1ccc(-c2nnc(SCC(=O)c3ccco3)n2-c2ccccc2)cc1	1%	2%	-10	-17%	11%	-7%
CCOC(=O)C1CCCN(S(=O)(=O)c2cc3c4c(c2)CCC(=O)N4CCC3)C1 (stereo unspecified)	?	nt	-30	?	9%	-6%
CCCC(=O)Nc1ccc(Cl)c(NC(=O)CC)c1	-13%	-2%	2	-12%	19%	-1%
COC(=O)c1sc(S(=O)(=O)N2CCN(CCO)CC2)c(C(=O)OC)c1C	7%	0%	?	-18%	7%	0%

Structure	HCV inhibitor	Giardia FBPA inh	HCMV inh	AmpC inh detg	AMA1 RON2 block	Sm TGR block
COc1ccc(N(CC(=O)NN=C2CCN(C)CC2)S(=O)(=O)c2ccc(NC(C)=O)cc2)cc1	-8%	-3%	13	-7%	3%	-2%
O=c1cc(C(F)(F)F)c2cc3c4c(c2o1)CCCN4CCC3	-8%	1%	35	-6%	143%[activator]	-4%
Cc1cc(C)c2cc(CN(Cc3nnnn3C3CCCCC3)CC3CCCO3)c(=O)[nH]c2c1 (stereo unspecified)	?	-1%	-25	9%	0%	-4%
COc1cccc(CNC(=O)CCn2c(=O)c3cccn3c3cccnc32)c1OC	nt	nt	?	16%	nt	4%
Cc1nc2ccc(C(=O)O)cc2c2c1CC(CN)O2 (stereo unspecified)	15%	-27%	-31	-10%	7%	-16%
COc1ccc(OCC(=O)NNC(=O)c2ccccc2OCc2c(C)noc2C)cc1	4%	nt	1	-15%	74%[activator]	-20%
CCOC(=O)c1c(C)[nH]c(C(=O)N2CCN(C(=O)OCC)CC2)c1C	-1%	11%	-12	1%	-12%	0%
O=C(O)c1ccc(-c2sc(Nc3ccccc3)n[n+]2-c2ccccc2)cc1	?	-24%	68	-11%	-7%	-15%
COc1ccc(-c2cc(C(=O)N3CCCCCC3)no2)cc1OC	6%	0%	39	-5%	-2%	-9%
CC1CCN(C(=O)N2c3ccccc3Sc3ccccc32)CC1	3%	2%	-40	-12%	3%	0%
Cc1ccc([C@@H]2CC=C(C(=O)O)[C@H](c3ccc(C(C)(C)C)cc3)N2S(=O)(=O)c2ccc(C)cc2)cc1	-1%	nt	-11	nt	1%	nt
CC(NC(=O)COC(=O)c1cc(Cl)nc(Cl)c1)c1ccccc1 (stereo unspecified)	0%	6%	-2	-11%	16%	3%

Structure	HCV inhibitor	Giardia FBPA inh	HCMV inh	AmpC inh detg	AMA1 RON2 block	Sm TGR block
Fc1ccc(/C=C/c2nnc(-c3cccs3)o2)cc1	10%	9%	2	-3%	41%[activator]	2%
Cc1csc(NC(=O)C2CCCCC2C(=O)O)n1 (stereo unspecified)	21%	2%	-6	-10%	-12%	-5%[11.4 µM]
Cc1cc(C)c2c(n1)nn1c(NCCN3CCOCC3)cc(C)nc21	8%	0%	35	?	61%[activator]	-17%
CCc1cccc(OCCN2CCCC2)c1	33%[activator]	-3%	12	-4%	10%	1%
CC(NC(=O)CCNS(=O)(=O)c1ccc2c(c1)oc(=O)n2C)c1ccccc1 (stereo unspecified)	12%	-2%	-35	?	-1%	0%
O=C1CC2(CC(c3ccc(Cl)cc3)=NO2)C(=O)N1c1ccccc1 (stereo unspecified)	13%	-1%	-18	2%	-1%	0%
COc1ccc(S(=O)(=O)N2CCCCC2)cc1NC(=O)CCNC(=O)c1ccccc1Cl	-4%	nt	-37	10%	5%	-3%
CCCN1CCC(=O)N([C@H](CSc2ccc(OC)cc2)Cc2ccccc2)CC1	-5%	2%	-3	-9%	-5%	20µM*
CCCn1nc(C(=O)Nc2ccc3nc(C)sc3c2)c2ccccc2c1=O	-25%	-2%	-39	?	-3%	2%
O=C(NC1CCCC1)C(c1ccncc1)N(C(=O)c1ccco1)c1ccc(Cl)cc1 (stereo unspecified)	10%	12%	-17	?	16%	-1%
N#Cc1nc(COc2cccc(Cl)c2)oc1NCCN1CCOCC1	20%	0%	12	4%	5%	35µM*
Cn1cnnc1SCC(=O)Nc1ccc(N2CCCCC2)cc1	11%	nt	16	0%	-6%	-8%

Structure	HCV inhibitor	Giardia FBPA inh	HCMV inh	AmpC inh detg	AMA1 RON2 block	Sm TGR block
N#Cc1cc2c(nc1SCC(=O)Nc1nccs1)CCCCC2	?	6%	3	-10%	65%[activator]	0%
Cc1ccc(S(=O)(=O)Oc2ccc3c(c2)O/C(=C\c2cccnc2)C3=O)cc1	-1%	-4%	nt	6%	-1%	-1%
O=C(c1cn(CC(=O)N2CCCC2)c2ccccc12)C1CCCCC1	3%	-6%	-14	?	-15%	-30%
COc1cccc(N2C(=O)CC(N3CCc4ccccc4C3)C2=O)c1 (stereo unspecified)	16%	2%	19	-6%	-8%	40µM*
CC(C)n1cnc2c(oc3ccccc32)c1=O	-6%	0%	20	0%	8%	-11%
CN(Cc1ccccc1F)Cc1cc(=O)oc2cc(O)c(Cl)cc12	16%	-2%	-11	?	21%	5%
CC(C)=CCN1CCN(Cc2nc(-c3ccc(F)cc3)cs2)CC1CCO (stereo unspecified)	-24%	0%	-9	1%	-13%	0%
Cc1ccc(C(=O)O/N=C/c2c(C(F)(F)F)nn(C)c2Sc2ccc(Cl)cc2)cc1	?	-2%	?	5%	2%	7%
CCc1ccccc1NC(=O)CSc1nc2c(oc3ccccc32)c(=O)n1C	nt	nt	5	3%	nt	3%
C[C@@]12C(=O)Nc3cc(Cl)ccc3C(=O)N1[C@H]1c3cc(Br)ccc3OC[C@@H]1[C@@H]2c1ccccc1	10µM*	nt	-64*	-11%	-4%	-1%
Cc1noc(C)c1C(=O)Nc1ccc(-n2ccc(C(F)(F)F)n2)cc1	0%	-1%	nt	4%	4%	3%
Cc1ccc(/C=C2/CNC/C(=C/c3ccc(C)cc3)C2=O)cc1	8.9µM*	nt	-29	nt	2%	nt

Structure	HCV inhibitor	Giardia FBPA inh	HCMV inh	AmpC inh detg	AMA1 RON2 block	Sm TGR block
CC1CCN(CC(=O)c2cccc(C(F)(F)F)c2)CC1	7%	?	14	0%	?	35µM*
O=C(c1cc(F)ccc1F)C1CCCN(C(=O)c2ccc3nccnc3c2)C1 (stereo unspecified)	-5%	-3%	-3	-1%	5%	-23%
Cc1nc(-c2ccccc2)cc(-c2ccccc2)n1	?	nt	5	nt	19%	nt
CCOC(=O)c1cc2c(=O)n3ccccc3nc2n(Cc2ccco2)c1=NC(=O)c1cc(C)cc(C)c1	nt	nt	-77*	5%	nt	-16%
Cc1ccc(C2=NN(S(C)(=O)=O)C(c3ccc4c(c3)OCO4)C2)cc1 (stereo unspecified)	4%	-1%	99	?	-28%	-1%
COc1ccc(C(=O)COC(=O)c2cc(=O)[nH]c3ccccc23)c(OC)c1	16%	nt	55	-7%	11%	1%
COc1ccc(-c2csc(NC(=O)CSCC(=O)Nc3cc(C)on3)n2)cc1OC	?	nt	-17	0%	-12%	-8%
CCOC(=O)c1nc(C)nc(Sc2n[nH]c(-c3ccccc3)n2)c1C	4%	-8%	9	1%	-1%	4%
CCC(=O)Nc1ccc(N2CCN(CC)CC2)c(Cl)c1	8%	nt	7	?	10%	50%[activator]
Cc1ccc(C(=O)NNC(=O)c2cc(C)nc3ccccc23)cc1	-5%	nt	-10	?	5%[11.6 µM]	-3%
COC(=O)[C@@]1(Cc2ccccc2)C=C[C@@H](C)N1C(C)=O	47%[activator]	0%	26	nt	11%	nt
COc1ccc(C)c(Cn2c(-c3nonc3N)nc3ccccc32)c1	?	0%	-13	?	1%	-28%
CCOc1cc(NC(=S)NC)c(OCC)cc1NC(=O)c1ccco1	?	?	33	1%	14%	-25%

# Source: PubChem BioAssay (National Center for Advancing Translational Sciences (NCATS))
